Source: PubChem (Johns Hopkins Ion Channel Center)
RGS4 pot: RGS4 potentiators or activators, primary screen, cell-based, HEK293 M3R inducible RGS4, calcium flux | carbachol calcium flux Fluo4; active compounds read low | B-score at 10 µM | 0.92% of 310,000 active;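 active = B-score of the integrated calcium signal more than 4 SD below the library mean, with starting fluorescence not abnormally high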;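 also: negative B-score means reduced calcium response which marks RGS4 activation or potentiation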
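Material: M3R-expressing HEK293 line, RGS4 induced by doxycycline | Schedule: Overnight RGS4 induction, 30 min dye load 37 °C, 20 min compound RT | Measured by: Fluo4 fluorescence kinetic imaging of calcium | Read-out: Integrated calcium ratio converted to B score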
KCNK3 inh: human KCNK3 channel inhibitors, primary screen, CHO cells, FluxOR thallium flux, B-score; B-score at 10 µM; 0.84% of 340,000 active; FluxOR fluorescence; active compounds read low;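 active = B-score under library mean minus 4 SD, starting fluorescence ratio at most library mean plus 5 SD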;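 also: more negative B-score means stronger inhibition of thallium flux through KCNK3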
MrgX1 PAM: positive allosteric modulators of MrgX1, primary screen, HEK293 cells, Fluo-4 calcium flux | FDSS; active compounds read high | Mas-related G-protein coupled receptor member X1 (Homo sapiens), Q96LB2 | B-score at 10 µM | 0.63% of 310,000 active | AID 588675, 2011;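 active = plate-corrected calcium response at least 3 library SD above typical, normal starting fluorescence, not activating the receptor alone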;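 also: compound read alongside a low EC10 to EC30 dose of BAM8-22 agonist; peak minus trough fluorescence over baseline measured at the second addition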
hERG protect: hERG rescue from dofetilide block, primary screen, cell-based, CHO-hERG, FluxOR thallium flux, dofetilide IC70; AID 1511, 2009; dofetilide IC70 present; 0.51% of 310,000 active; Voltage-gated inwardly rectifying potassium channel KCNH2 (Homo sapiens), Q12809; activation (rescue from dofetilide block), less the hit threshold, % at 10 µM;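 active = activation above the mean of controls blocked by dofetilide plus 5 SD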;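 also: thallium influx through hERG after potassium depolarization seen as dye fluorescence rise; in these data hits start at about 4.7%; inactives centre near -7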
Target sequence (Q12809 whole entry, looked up): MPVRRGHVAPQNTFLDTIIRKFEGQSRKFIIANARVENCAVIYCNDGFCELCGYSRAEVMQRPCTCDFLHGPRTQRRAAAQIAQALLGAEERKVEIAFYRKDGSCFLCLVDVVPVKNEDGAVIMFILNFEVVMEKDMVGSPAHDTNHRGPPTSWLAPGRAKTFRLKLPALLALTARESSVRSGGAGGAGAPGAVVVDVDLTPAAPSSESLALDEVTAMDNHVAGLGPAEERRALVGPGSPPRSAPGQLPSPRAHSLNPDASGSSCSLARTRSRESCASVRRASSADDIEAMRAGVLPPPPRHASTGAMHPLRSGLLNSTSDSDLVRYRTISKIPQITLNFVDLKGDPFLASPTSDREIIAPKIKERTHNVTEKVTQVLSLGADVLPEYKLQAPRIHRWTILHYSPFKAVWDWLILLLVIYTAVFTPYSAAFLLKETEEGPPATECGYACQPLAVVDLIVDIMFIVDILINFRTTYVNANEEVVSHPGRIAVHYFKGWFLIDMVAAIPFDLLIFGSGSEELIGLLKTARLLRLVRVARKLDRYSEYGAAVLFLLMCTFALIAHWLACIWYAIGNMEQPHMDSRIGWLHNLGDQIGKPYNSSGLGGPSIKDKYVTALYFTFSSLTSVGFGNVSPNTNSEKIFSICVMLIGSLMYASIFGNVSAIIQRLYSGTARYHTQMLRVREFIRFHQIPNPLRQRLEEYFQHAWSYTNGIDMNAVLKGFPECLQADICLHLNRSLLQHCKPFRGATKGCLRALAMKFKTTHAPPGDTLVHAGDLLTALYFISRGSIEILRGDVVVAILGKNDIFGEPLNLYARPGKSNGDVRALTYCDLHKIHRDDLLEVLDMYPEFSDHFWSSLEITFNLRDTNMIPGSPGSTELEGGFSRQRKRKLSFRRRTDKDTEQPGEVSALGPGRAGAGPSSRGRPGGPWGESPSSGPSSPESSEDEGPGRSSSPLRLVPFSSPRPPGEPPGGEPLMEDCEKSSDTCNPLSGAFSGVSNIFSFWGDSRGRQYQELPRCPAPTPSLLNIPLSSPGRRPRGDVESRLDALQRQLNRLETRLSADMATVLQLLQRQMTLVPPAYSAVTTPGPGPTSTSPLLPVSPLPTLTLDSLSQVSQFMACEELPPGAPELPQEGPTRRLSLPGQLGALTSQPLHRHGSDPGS
KCNQ1 act: potentiators or activators of KCNQ1 channel, primary screen, cell-based, thallium flux, high-throughput; B-score at 10 µM; Potassium voltage-gated channel subfamily KQT member 1 (Homo sapiens), P51787; 0.35% of 310,000 active; CHO-K1 KCNQ1, thallium flux FluxOR fluorescence; active compounds read high;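 active = fluorescence ratio B-score, a plate-corrected score, at least three library SD, with initial intensity B-score within 5 SD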
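Doses: Single concentration per compound, DMSO matched to controls | Test system: KCNQ1-transfected CHO-K1 cells | Timing: 90 min dye loading and 20 min compound exposure, both at room temperature | Measured by: Kinetic FluxOR thallium fluorescence, 10-s 1-Hz baseline, 110-s post-stimulus read | Medium: Assay buffer with matched DMSO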
TMEM16A act: TMEM16A chloride channel activators or potentiators, primary screen, cell-based, HTS; Anoctamin-1 (Mus musculus), Q8BHY3; HEK293 TMEM16A/YFP-H148Q/I152L, iodide quench fluorescence; active compounds read low; B-score at 10 µM; 0.3% of 340,000 active;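 active = fluorescence-ratio B-score plate-corrected deviation score at least 3 library SD below zero, with starting fluorescence score within 5 deviations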;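 also: channel opened by trigger with iodide after compound preincubation; score built on the fluorescence ratio of max minus min over baseline; more negative score means more quench and so TMEM16A activation or potentiation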
KCNK9 inh: KCNK9 potassium channel inhibitors, primary screen, HEK293 cells, thallium flux. Potassium channel subfamily K member 9 (Homo sapiens), Q9NPC2. AID 488922, 2010. FluxOR thallium flux fluorescence; active compounds read low. 1.2% of 310,000 active. B-score at 10 µM;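 active = ratio B-score over 3 SD below the library mean, with starting fluorescence within 5 SD of its mean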;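 also: negative B-score means less thallium flux so channel inhibition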
MrgX1 ag: agonists of human MrgX1 receptor, primary screen, HEK293 cells, Fluo-4 calcium flux; Mas-related G-protein coupled receptor member X1 (Homo sapiens), Q96LB2; B-score at 10 µM; 0.44% of 310,000 active; Fluo-4 calcium fluorescence, agonist mode; active compounds read high;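 active = calcium response B-score plate-corrected fluorescence ratio at least 3 library SD, with starting fluorescence B-score inside 5 SD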
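Material: MrgX1-expressing HEK293 cells; input: 15,000 cells per well; doses: test compound given as first of three sequential additions; schedule: overnight plating before 1 h dye loading; technique: Fluo-4 NW calcium-flux fluorescence, kinetic read; evaluation: baseline-normalised fluorescence change ratio, B-scored; control set: plate-wise positive and negative controls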
RGS4 block: RGS4 inhibitors, primary screen, cell-based, HEK293 M3R inducible RGS4, calcium flux; Regulator of G-protein signaling 4 (Homo sapiens), P49798; Fluo-4 calcium flux; active compounds read high; triggered by carbachol at its EC20; B-score at 10 µM; 0.45% of 310,000 active;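 active = B-score, a plate-corrected calcium signal, over three deviations above library mean, with baseline fluorescence within five deviations of library mean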;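 also: RGS4 expression induced by doxycycline in cells with stable M3 receptor; B-score is computed from the integrated fluorescence ratio over baseline after carbachol; higher B-score means a larger calcium signal and so more RGS4 inhibition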
ANO1 block: TMEM16A chloride channel inhibitors, primary screen, cell-based, HTS | normalized B-score (activity score, 25-100; higher = stronger inhibition) at 10 µM | AID 588511, 2011 | 1.2% of 310,000 active | HEK293 TMEM16A/YFP iodide influx fluorescence, ionomycin;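 active = ratio plate-corrected score three or more library SD toward inhibition, starting fluorescence score within five deviations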;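 also: score derived from kinetic fluorescence span divided by baseline fluorescence per well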
KCNQ1 inh: inhibitors of human KCNQ1 channel, primary screen, cell-based, thallium flux, high-throughput; Potassium voltage-gated channel subfamily KQT member 1 (Homo sapiens), P51787; CHO-K1 KCNQ1, FluxOR thallium flux fluorescence; active compounds read high; B-score at 10 µM; 1.3% of 310,000 active;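 active = compounds whose thallium flux B-score, printed positive for inhibition, exceeds three library SD while starting fluorescence stays within three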;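 also: channel opened by potassium depolarization with thallium stimulus after 20 min compound exposure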
Starred values were filed as active, the others as inactive; i = inactive; x = no result given.

SMILES	RGS4 pot	KCNK3 inh	MrgX1 PAM	hERG protect	KCNQ1 act	TMEM16A act	KCNK9 inh	MrgX1 ag	RGS4 block	ANO1 block	KCNQ1 inh
Clc1ccccc1-c1nnc(-c2cccs2)o1	i	i	i	-7	i	i	i	i	i	i	i
Cc1ccc2c(c1)N(CCC(=O)NCCCN1CCCC1)C(=O)CO2	i	i	i	-9	i	i	i	i	i	i	i
CCOc1cc(C)c(S(=O)(=O)NC2CC(C)(C)NC(C)(C)C2)cc1C	i	i	i	-4	i	i	i	i	i	i	i
CCCS(=O)(=O)N1CCN(C(=O)COc2ccccc2)CC1	i	i	i	-8	i	i	i	i	i	i	i
O=C(NCc1ccco1)C(c1ccco1)N(CCc1ccccc1)C(=O)Cn1nnc2ccccc21 (stereo not drawn)	i	i	i	-7	i	i	i	i	i	i	i
CC(=O)Nc1ccc(S(=O)(=O)NCc2ccc(C(=O)NC(C)c3ccccc3)cc2)cc1 (stereo not drawn)	i	i	i	-3	i	i	i	i	i	i	i
CC1(C)Oc2ccc3ccc(=O)oc3c2/C(=C/Nc2cccc(O)c2)C1=O	i	i	i	-14	i	i	-6.7*	i	i	i	6*
Cc1nn(-c2ccccc2)c(Cl)c1CN(C(=O)CCl)c1cccc2ccccc12	i	i	11*	-21	i	i	i	i	i	i	i
COc1ccc(Cl)cc1-c1n[nH]c(=S)o1	i	i	i	-7	i	i	i	i	i	i	i
O=C(O)CCC(=O)NNC(=O)c1cccc(Br)c1	i	i	i	-6	i	i	i	i	i	i	i
Cc1cc(C)nc(NC(N)=NC(C)c2ccccc2)n1 (stereo not drawn)	i	x	i	-8	i	x	i	i	i	i	i
CCOc1ccc(NC(=O)Cn2nnc(-c3ccccc3NC(=O)CC)n2)cc1	i	i	i	0	i	i	i	i	i	i	i
COCCNC(=O)C(=O)N/N=C(\C)CC(=O)Nc1cccnc1	i	i	i	-9	i	i	i	i	i	i	i
COC(=O)c1sccc1Oc1ccc(Cl)cc1N1C(=O)CCC1=O	i	i	i	-3	i	i	i	i	i	i	i
Cc1sc2nc(SCC(=O)N(C)c3ccccc3)n(C)c(=O)c2c1C	i	i	i	-4	i	i	i	i	i	i	i
COc1ccc(-n2ncc3c(SCC(=O)N4CCN(c5ccccc5OC)CC4)ncnc32)cc1	i	i	i	-8	i	i	i	i	i	i	i
Cc1cc(C(=O)N2CCCC(CCC(=O)N3CCN(c4ccccn4)CC3)C2)c(C)o1 (stereo not drawn)	i	i	i	-3	i	i	i	i	i	i	i
CCN(CC)CCCNC(CC(=O)Nc1cccc([N+](=O)[O-])c1)C(=O)O (stereo not drawn)	i	i	i	-9	i	i	i	i	i	i	i
CCCCOC(=O)C1CCCC(C(=O)OCCCC)N1 (stereo not drawn)	i	i	i	-4	i	i	i	i	i	i	i
S=C(Cc1ccc(Cl)cc1)N1CCOCC1	i	i	i	-11	i	i	i	i	i	i	i
FC(F)(F)c1ccc(Cl)c(-n2c(-c3cc(C4CC4)[nH]n3)n[nH]c2=S)c1	i	i	i	-2	i	i	i	i	i	i	i
CCOc1ccc(Cc2nc(C)c(CC(=O)N3CCOCC3)c(=O)[nH]2)cc1	i	i	i	-4	i	i	i	i	i	i	i
CCOc1ccc(/C=C2\SC(=S)NC2=O)cc1OC	i	i	i	-12	i	i	i	i	i	i	i
O=C(c1cccs1)N1CCc2ccccc21	i	i	i	-7	i	i	i	i	i	i	i
CC(C(=O)NC(=O)NC1CCCCC1)N(C)CC(=O)Nc1ccc(F)c(F)c1F (stereo not drawn)	i	i	i	-18	i	i	i	i	i	i	i
O=C1NC(=Nc2ccc(O)cc2)S/C1=C\C=C\c1ccco1	i	i	i	-7	i	i	i	i	i	i	i
O=C(N1CCc2[nH]c3ccccc3c2C1)C(F)(F)F	i	i	i	-12	i	i	i	i	i	i	i
Cc1cccc(C(=O)N2CCN(Cc3nc4sc5c(c4c(=O)[nH]3)CCCC5)CC2)c1	i	i	i	-10	i	i	i	i	i	i	i
Cc1ccccc1NS(=O)(=O)c1cc(S(C)(=O)=O)ccc1C	i	i	i	-10	i	i	i	i	i	i	i
CCCCCCC(=O)Oc1cccc(N2C(=O)C3CCCCC3C2=O)c1 (stereo not drawn)	i	i	i	-16	i	i	i	i	i	i	i
COc1cccc2cc(C(=O)NCc3ccco3)c(=Nc3ccc(C(=O)O)cc3)oc12	i	i	i	1	i	i	i	i	i	i	i
CCOc1c2ccc(C(=O)NCc3ccc4c(c3)OCO4)cc2nn1CCOC	i	i	i	-7	i	i	i	i	i	i	i
CCn1cc(C(=O)O)c(=O)c2cc(F)c(N/N=C/c3ccccc3)cc21	i	i	i	-10	i	i	i	i	i	i	i
CC(=O)Nc1ccc(Sc2ccccc2C(=O)Nc2ccc(F)cc2)cn1	i	i	i	-8	i	i	i	i	i	i	i
COC(=O)C(Cc1ccccc1)NC(=O)CC(C)CC(=O)Nc1ccc(OC)cc1OC (stereo not drawn)	i	i	i	-2	i	i	i	i	i	i	i
Cc1nc2ccccc2c2oc(C(=O)NCC3CCCO3)cc12 (stereo not drawn)	i	i	i	-11	i	i	i	i	i	i	i
CCc1cccc(CC)c1NC(=O)C1CCN(C(=O)c2ccco2)CC1	i	i	i	-9	i	i	i	i	i	i	i
CCNS(=O)(=O)c1ccc(NC(=O)CC(C)c2ccccc2)cc1 (stereo not drawn)	i	i	i	-8	i	i	i	i	i	i	i
CCOC(=O)c1c(NC(=O)COC(=O)CC(NC(C)=O)c2ccccc2)sc(C(=O)NC)c1C (stereo not drawn)	i	i	i	-7	i	i	i	i	i	i	i
CC(C)(C)n1nnnc1SCC(=O)Nc1nn(-c2ccccc2)nc1C(N)=O	i	i	i	-6	i	i	i	i	i	i	i
Nc1cc(Cl)ccc1Oc1ccc2ccccc2c1	i	i	i	-10	i	i	i	i	i	i	i
CN(C)c1ccc(C(C(=O)NCC2CCCO2)N(C(=O)c2snc(C(N)=O)c2N)c2ccc3c(c2)OCO3)cc1 (stereo not drawn)	i	i	i	-8	i	i	i	i	i	i	i
Cc1cc(C)c(NC(=O)CSc2nc(COc3ccccc3)nc3ccccc23)c(C)c1	i	i	i	-2	i	i	i	i	i	i	i
COc1ccc(/C(C)=N/NC(=O)CNC(=O)/C=C\c2ccccc2)c(OC)c1	i	i	i	-9	i	i	i	i	i	i	i
COc1cc(/C=C/C(=O)N2CCN(Cc3ccccc3)CC2)cc(OC)c1OC	i	i	i	-2	i	i	i	i	i	i	i
Cn1nc(CC(=O)NC2CCCCCCCCCCC2)c2ccccc2c1=O	i	i	i	-7	i	i	i	i	i	i	i
CCOc1ccc(C2c3c(oc4cc(C)c(C)cc4c3=O)C(=O)N2CCCN2CCOCC2)cc1 (stereo not drawn)	i	i	i	-7	i	i	i	i	i	i	i
O=C(Nc1ccc(-c2csc(Nc3ccccc3)n2)cc1)c1cccc(C(F)(F)F)c1	i	i	i	-4	i	i	i	i	i	i	i
CCc1ccc(N2C(=O)CC(N3CCN(Cc4ccc5c(c4)OCO5)CC3)C2=O)cc1 (stereo not drawn)	i	i	i	-1	i	i	i	i	i	i	i
CCOC(=O)c1cnc2c(-c3ccccc3)cnn2c1C	i	i	i	-12	i	i	i	i	i	i	i
CCCCN=C1NN=C(c2ccc(C)c(C)c2)CS1	i	i	i	-6	i	i	i	i	i	i	i
CC1(C)Cc2c(cnn2-c2ccccc2)C(=O)/C1=N\NC(=O)c1ccccc1O	i	i	i	-5	i	i	i	i	i	i	i
O=C(CSc1nc(-c2ccccc2)cs1)N1CCN(C(=O)c2ccco2)CC1	i	i	i	-16	i	i	i	i	i	i	i
COCCN(C(=O)CSc1nnc(-c2ccc(C)c(C)c2)o1)c1c(N)n(CC(C)C)c(=O)[nH]c1=O	i	i	i	-18	i	i	i	i	i	i	i
O=C(NC(NC(=S)Nc1ccccc1C(=O)O)C(Cl)(Cl)Cl)c1ccco1 (stereo not drawn)	i	i	i	-5	i	i	i	i	i	i	i
COC(=O)c1ccc(Cl)c(NC(=O)CN(c2ccc3c(c2)OCO3)S(C)(=O)=O)c1	i	i	i	-6	i	i	i	i	i	i	i
COc1ccc(-c2nnc(Nc3nc4c(OC)cccc4s3)o2)cc1	i	i	i	12*	50*	i	i	i	i	i	i
Cc1ccc(CN2C(=O)C3CCCN3c3ccc(S(=O)(=O)N4CCOCC4)cc32)cc1 (stereo not drawn)	i	x	i	-11	i	x	i	i	i	i	i
COc1c2ccoc2nc2c(OC)c(OCC(OC(C)=O)C(C)(C)O)ccc12 (stereo not drawn)	i	i	i	-7	i	i	i	i	i	i	i
Cn1cnnc1SCC(=O)N1CCN(C(=O)c2ccco2)CC1	i	i	i	-16	i	i	i	i	i	i	i
Nc1cc(N2CCCC2)c(Cl)cc1[N+](=O)[O-]	i	i	i	-9	i	i	i	i	i	i	i

Outcome played no part in choosing rows; about 6.3% have a hit in one of these screens.
